IDE cell activ: activators of human insulin-degrading enzyme in cells; P14735; HEK cells, FAbeta-B cleavage, fluorescence polarization; 0% vehicle, 100% cell-free pure enzyme wells; activation, % at 5.96 µM; 340,000 compounds, 0.073% hits;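 active means activation above the mean of all tested compounds plus 3 SD, set per screening campaign, cut at about 17% in these data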
Target sequence (P14735 whole entry, looked up): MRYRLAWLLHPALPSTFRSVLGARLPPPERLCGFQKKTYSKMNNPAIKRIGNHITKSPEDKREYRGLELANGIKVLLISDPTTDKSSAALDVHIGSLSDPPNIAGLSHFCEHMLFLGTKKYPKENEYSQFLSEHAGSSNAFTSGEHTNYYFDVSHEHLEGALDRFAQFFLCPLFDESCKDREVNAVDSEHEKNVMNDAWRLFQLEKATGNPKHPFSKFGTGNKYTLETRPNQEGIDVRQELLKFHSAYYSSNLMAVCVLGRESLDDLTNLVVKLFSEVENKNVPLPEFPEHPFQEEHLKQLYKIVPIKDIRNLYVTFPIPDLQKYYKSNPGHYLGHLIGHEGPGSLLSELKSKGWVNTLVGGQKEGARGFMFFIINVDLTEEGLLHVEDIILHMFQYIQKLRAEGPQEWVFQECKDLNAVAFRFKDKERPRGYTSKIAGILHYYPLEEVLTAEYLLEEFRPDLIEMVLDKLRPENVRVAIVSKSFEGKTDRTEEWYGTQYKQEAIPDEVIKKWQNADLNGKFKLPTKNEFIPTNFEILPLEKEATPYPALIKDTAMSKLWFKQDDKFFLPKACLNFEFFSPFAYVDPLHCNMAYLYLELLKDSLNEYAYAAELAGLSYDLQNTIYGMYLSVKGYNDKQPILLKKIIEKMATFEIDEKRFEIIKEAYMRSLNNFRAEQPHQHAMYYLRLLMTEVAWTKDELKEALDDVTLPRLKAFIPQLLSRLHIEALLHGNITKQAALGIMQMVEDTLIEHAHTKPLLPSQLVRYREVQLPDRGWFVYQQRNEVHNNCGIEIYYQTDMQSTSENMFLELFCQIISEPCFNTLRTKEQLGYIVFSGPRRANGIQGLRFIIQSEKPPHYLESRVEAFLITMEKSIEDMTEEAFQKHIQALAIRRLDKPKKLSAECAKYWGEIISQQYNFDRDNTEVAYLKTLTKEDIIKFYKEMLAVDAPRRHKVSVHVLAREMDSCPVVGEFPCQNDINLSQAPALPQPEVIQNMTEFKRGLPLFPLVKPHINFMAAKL
IMP-1 inhibitor: blocks Pseudomonas aeruginosa IMP-1 metallo-beta-lactamase; 290,000 compounds, 0.45% hits; inhibition, % at 5.6 µM; purified IMP-1, nitrocefin hydrolysis, epi-absorbance fluorescence;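 active means inhibition above the mean plus 3 SD of all compounds in the same screening run, cut at about 4.5% in these data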;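 further: 0% = IMP-1 with DMSO and 100% = DMSO wells lacking enzyme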
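Assay system: purified recombinant IMP-1 beta-lactamase. Input: IMP-1 0.2 nM before substrate addition. Buffer or medium: Zinc- and detergent-supplemented HEPES buffer, pH 7.1. Schedule: 25 °C, 15 min preincubation, 25 min reaction. Signal: Epi-absorbance fluorescence, 480 nm excitation, 530 nm emission. Evaluation: percent inhibition from optical density relative to buffer-blank wells.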
pCIP destab: lowers stability of the mouse p/CIP coactivator protein. AID 1984. 290,000 compounds, 0.01% hits. decrease of EGFP signal, % at 10 µM. Q05BA5. F442A p/CIP-EGFP cells, EGFP fluorescence, 16 h;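 active means EGFP signal decrease of at least 30% at 10 µM or well 3 SD below plate mean, unless failing retest; inactive means the rest, including hits failing retest or dose response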; further: some compounds called inactive have numbers as strong as hits; many of its hits are not listed in these tables
IDE inh: cellular human IDE inhibition; P14735; HEK cells, FAbetaB cleavage, fluorescence polarization; inhibition, % at 5.59 µM; 320,000 compounds, 0.41% hits;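 active means percent inhibition above the average of all tested compounds plus 3 SD, set per screening campaign, cut at about 16% in these data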;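 further: IDE supplied by intact live HEK cells; FP after avidin binding of uncleaved biotin substrate so inhibition keeps polarization high; 0% = DMSO wells and 100% = 60 µM reference IDE inhibitor Ii1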
DNA FID counter: counter-screen for HCV NS3 helicase inhibitors: DNA intercalator displacement; AID 1845; inhibition, % at 7.9 µM; 290,000 compounds, 0.17% hits; DNA fluorescent intercalator displacement, fluorescence; in the data active means inhibition above about 37%;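 further: 0% = vehicle and 100% = reference compound; higher means more ethidium bromide displaced from hairpin DNA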
PfM18AAP inh: PfM18AAP enzyme inhibition; inhibition, % at 7.35 µM; 290,000 compounds, 1.2% hits; AID 1822; recombinant PfM18AAP, H-Glu-NHMec fluorogenic cleavage;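 active means inhibition above the campaign mean inhibition over all tested compounds plus 3 SD, cut at about 28% in these data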;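 further: 0% = plate median of test compound wells and 100% = 2 mM ZnCl2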
VIM-2 inhibitor: inhibitors of Pseudomonas aeruginosa VIM-2 metallo-beta-lactamase; purified VIM-2, nitrocefin hydrolysis, epi-absorbance fluorescence; inhibition, % at 5.6 µM; 290,000 compounds, 0.89% hits;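 active means inhibition above the mean of all tested compounds plus 3 SD, cutoff set per screening run, cut at about 7.5% in these data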;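 further: red hydrolysis product quenches plate fluorescence so inhibitors raise well fluorescence; 0% = enzyme with DMSO and 100% = DMSO without enzyme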
HCV NS3 hel inh: HCV NS3 helicase inhibition; NS3 helicase DNA unwinding, Cy5 molecular beacon fluorescence; inhibition, % at 10.9 µM; 290,000 compounds, 0.56% hits; AID 1800;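 active means inhibition above the mean of all tested compounds plus 3 SD, set per campaign, cut at about 35% in these data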;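 further: 0% = DMSO wells and 100% = thioflavine S control wells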
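Test system: hepatitis C virus NS3 helicase domain fragment enzyme. Also added: annealed dual-labelled DNA beacon duplex, ATP-started. Timing: 60 min unwinding reaction at 25 °C after ATP addition. Technique: Cy5 fluorescence. Measure: % inhibition of unwinding.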
UBC9 SUMO inh: inhibitors of human SUMOylation (UBC9) | P63279 | HTRF SUMOylation assay, SAE1/SAE2 + UBC9, in vitro | inhibition, % at 35 µM | 290,000 compounds, 0.36% hits | AID 2006; in the data active means inhibition above about 50%, passing the limit was not always enough; further: strong numbers were not always called active
The depositor's hits bear a star; / = not tested or not shown.

smiles,IDE cell activ,IMP-1 inhibitor,pCIP destab,IDE inh,DNA FID counter,PfM18AAP inh,VIM-2 inhibitor,HCV NS3 hel inh,UBC9 SUMO inh
CCc1ccccc1NC(=O)CCc1c(C)nn(-c2ccc(N3CCOCC3)nn2)c1C,-2,-1.6,-38,6,-36,-3,-2.0,-1,17
COc1ccc(-n2nc(C(=O)NCC(=O)N3CCOCC3)c3ccccc3c2=O)c(OC)c1,3,0.1,8,5,-17,0,-1.3,-8,-3
Cn1c(=O)oc2cc(S(=O)(=O)Nc3cccc([N+](=O)[O-])c3)ccc21,6,-4.5,6,1,3,2,-3.3,3,12
COc1ccc(CCNC(=O)COc2ccc(N(C)S(=O)(=O)c3ccc(Cl)cc3)cc2)cc1,-2,-1.3,-6,/,-31,-1,-2.7,-9,-10
COCCN(Cc1cccs1)S(=O)(=O)c1csc(C(N)=O)c1,3,-1.7,2,-3,1,-6,0.6,-8,13
O=S(=O)(c1ccc(S(=O)(=O)N2CCCC2)cc1)N1CCCCCC1,10,-3.3,2,-4,-7,0,-1.7,-5,4
CCOC(=O)C1CCN(C(=O)C2CCN(c3nn4c(=O)cc(C)nc4s3)CC2)CC1,1,-0.7,-7,0,-35,-8,-3.0,7,1
COc1cccc(/C=C2/SC(=S)N(CC(=O)NNC(=O)c3ccccc3OC)C2=O)c1,-1,0.6,-6,3,-10,5,-3.4,22,2
Cc1cc(=O)oc2c(C)c(OCC(=O)N3CCN(C(=O)C4COc5ccccc5O4)CC3)ccc12 (stereo not given),-6,-3.1,-10,8,-52,2,-0.8,25,-4
COc1cccc(NC(=O)CN(c2ccc3c(c2)OCO3)S(C)(=O)=O)c1,/,-0.1,-8,0,-6,-21,3.3,-2,-2
CCOC(=O)Cc1cnc(NC(=O)Cn2nnc(-c3ccc(OCC)cc3)n2)s1,1,-2.0,-7,-1,-22,4,-1.6,-14,-35
C=C(C)CN(CC)C(=O)CCc1nnc(CCc2c[nH]c3ccccc23)o1,3,-1.0,-4,7,-26,-5,1.3,-3,0
CCOc1ccc(C(=O)CN2CCN(S(=O)(=O)c3ccc(Br)cc3)CC2)cc1,-4,-0.1,1,-6,-2,-6,-3.1,-10,-8
CCc1ccccc1-n1nnnc1-c1cnccc1C(F)(F)F,6,0.8,2,-6,-9,-5,-0.9,11,13
O=S(=O)(c1cccc2ccccc12)n1nnc2ccccc21,/,-0.1,11,0,3,0,-1.9,-1,1
Clc1ccccc1/C=C/c1nc(-c2ccccn2)no1,2,-2.9,-11,-5,-19,3,-1.2,-6,11
Cc1ccc(Cl)c(NC(=O)COC(=O)CNS(=O)(=O)/C=C/c2ccccc2)c1Cl,3,-2.2,-14,1,-10,3,-4.0,1,17
CCn1c(=O)cc(OCC(=O)NCCc2cccc(C)c2)c2ccccc21,-1,-0.9,3,1,-43,4,-1.0,-10,-16
O=C(N/C(=C\c1ccco1)C(=O)N1CCC(O)CC1)c1ccccc1,-1,-2.4,-4,6,-11,19,-3.3,3,11
Cc1cc(-c2ccccc2)nc(SCc2ccc(C(=O)O)cc2)n1,0,-1.8,-4,/,-39,2,0.0,26,14
CCc1cc2c(COC(=O)c3cccc(S(C)(=O)=O)c3)cc(=O)oc2cc1O,4,-0.7,8,-1,-25,1,-1.6,-3,-7
Cc1ccc(-n2c(N)c(C(=O)Nc3c(C)n(C)n(-c4ccccc4)c3=O)c3nc4ccccc4nc32)cc1C,/,-1.4,2,1,-30,-3,-1.4,72*,25
COc1n[nH]c(C(=O)NCc2ccccc2)c1[N+](=O)[O-],2,-3.1,-34,2,0,1,-5.8,0,13
CCOC(=O)c1sc(Nc2cccc(C)c2C)nc1C,/,-1.5,-14,0,-13,-7,-1.4,-9,5
COC(=O)c1cccc(C(=O)N2CCCC(Nc3ccc(C)c(C)c3)C2)c1 (stereo not given),4,0.0,-14,1,-27,7,-3.8,-6,/
Oc1cccc2cnccc12,8,-3.4,-12,8,0,3,-2.8,9,26
CCOC(=O)N1CCN(c2c(NCCCN3CCCC(C)C3)c(=O)c2=O)CC1 (stereo not given),3,-4.9,-2,-3,2,-15,-3.0,5,-8
CN1CCc2ccccc2C1Cc1ccccc1NC(=O)c1sc2ccccc2c1Cl (stereo not given),4,-2.7,2,1,4,2,-2.5,-40,-11
COc1ccccc1CN1CC(C(=O)N(C)Cc2nc(C)cs2)CCC1=O (stereo not given),-2,-1.4,0,5,-19,3,-1.4,-3,-11
O=c1ccn(-c2cccc(C(F)(F)F)c2)nc1-c1ccn(-c2cccc(Cl)c2)n1,-7,-1.6,1,4,-22,0,-3.8,-8,-11
COCC(=O)N(Cc1cc2ccc(C)cc2[nH]c1=O)c1ccccc1C,1,-3.7,-9,5,-27,5,-2.6,1,11
CC(=O)c1c(C)[nH]c(=S)c(C#N)c1-c1ccc(Cl)cc1,/,-2.4,-8,-3,-3,-3,-4.2,-3,24
Cc1cccc(NC(=O)CN2CCSc3ccccc32)c1,4,-3.2,3,-1,-2,0,-3.2,4,-2
Cc1ccc2c(c1)[C@@H]1CN(C)CC[C@@H]1N2S(=O)(=O)c1ccc(F)cc1,1,0.9,7,-8,16,0,-1.1,-20,2
O=C1CCC(C(=O)N(CCO)Cc2ccccc2)CN1CCCN1CCOCC1 (stereo not given),4,-0.2,1,-2,-1,-15,-0.7,8,20
COc1ccc(NC(=O)CCc2c(C)nc3nc(C)nn3c2C)cc1,1,-3.0,1,-6,-6,3,-2.0,7,-10
CN(C)S(=O)(=O)c1cccc(C(=O)Nc2ccc3c(c2)CCC3)c1,-3,-0.9,11,2,-22,1,3.5,-9,-6
COC(=O)c1cc(Br)c(=O)n(-c2cccc(F)c2)c1,-1,0.0,-8,-2,7,-6,1.2,2,-2
O=S(=O)(NCCN1CCCC1)c1ccc(Cl)cc1,1,-1.2,1,0,-2,2,1.0,-1,-1
COc1ccc(N2CC(NC(=O)N3CCc4ccccc43)CC2=O)cc1OC (stereo not given),-2,-1.4,-5,4,-4,0,1.6,1,16
Cc1ccc(N(CC(O)Cn2nc(C)cc2C)S(=O)(=O)c2ccc3ccccc3c2)cc1 (stereo not given),0,-2.4,-1,2,-31,0,-2.5,-15,-13
CN(C)S(=O)(=O)c1ccc(Cl)c(C(=O)NC2CCCCCCC2)c1,0,-3.8,-23,3,-24,-4,-4.7,6,9
Cc1ccc(C(=O)Nc2cc3[nH]c(=O)oc3cc2C)cc1,3,-3.7,0,-2,-8,2,-6.6,2,5
Cc1cc(C=C2C(=O)c3ccccc3C2=O)c(C)n1C,-2,0.1,-1,11,-29,18,-0.5,7,8
Cc1nc(CNS(=O)(=O)c2ccccc2F)cs1,5,-1.5,10,-2,-1,4,0.0,4,4
Cc1cc(C)nc(N/N=C/C2=C(N3CCOCC3)C(=C\c3ccc(Cl)cc3)/CC2)n1,-6,-1.7,-9,-1,-20,23,-0.8,36*,21
Cc1ccc(-c2nc3ccccc3[nH]2)cc1NC(=O)c1sc2cc(Cl)ccc2c1Cl,2,-4.2,-12,-3,4,1,-5.3,1,34
CC(=O)c1c(C)[nH]c(C(=O)N(C)CC(=O)Nc2ccc(Cl)c(C(F)(F)F)c2)c1C,2,-1.4,-3,-3,-25,1,-1.4,-14,-14
O=C(NNc1ccccc1[N+](=O)[O-])Nc1cccc(Cl)c1,3,0.8,-2,0,3,33*,1.1,11,0
CC(=O)Nc1ccc(NS(=O)(=O)c2ccc3[nH]c(=O)[nH]c3c2)cc1,9,-2.2,-7,-3,1,-2,-6.2,1,11
CCOC(=O)c1noc(C)c1C(=O)Nc1cccc(F)c1,-2,-3.0,-2,0,-5,9,-2.6,15,-12
COCCN1C(=O)c2ccc(C(=O)NCc3ccco3)cc2C1=O,4,-2.2,6,0,-2,0,-2.0,-1,-2
CCC(Sc1nc(-c2ccccc2)c(C#N)c(=O)[nH]1)C(=O)Nc1nnc(C)s1 (stereo not given),5,-2.1,-7,7,-29,-3,-5.7,16,-1
O=C(CN1CCOCC1)N/N=C/C=C/c1ccccc1,0,-3.8,-2,-1,4,4,0.6,4,12
COc1ccc(/C=N\NC(=O)c2sccc2C)cc1Cn1nc(C)cc1C,0,-4.0,1,3,-39,4,-3.8,-9,1
O=C(NCc1ccco1)c1cccc(S(=O)(=O)N2CCOCC2)c1,4,-2.1,6,2,-10,-4,-1.5,-8,-7

More records follow.
smiles,IDE cell activ,IMP-1 inhibitor,pCIP destab,IDE inh,DNA FID counter,PfM18AAP inh,VIM-2 inhibitor,HCV NS3 hel inh,UBC9 SUMO inh
O=C(O)c1cccc(N=NN2CCOCC2)c1,/,-1.6,-21,-5,-1,1,-3.1,-5,16
Nc1nc(=S)[nH]c2c1C1(CCCC1)Cc1ccccc1-2,-4,-4.3,-13,11,-8,-5,-4.1,10,6
CCC1(CC)NC(=O)N(CC(=O)OCC(=O)NC(=O)c2ccccc2)C1=O,-1,-1.3,-3,3,4,-14,-1.6,-8,8
COC(=O)c1ccc(Cn2nc(C)c(Br)c2C)cc1,-5,-2.2,0,-1,-18,-1,0.4,1,-2
CCOc1ccccc1N(CC(=O)N(C)Cc1ccccc1)S(=O)(=O)c1ccccc1,1,-1.5,-18,-4,-42,-6,-1.9,-5,11

Assay outcomes from PubChem.
